NTR1 ag = agonists of NTR1, primary screen, imaging, U2OS cells, beta-arrestin-GFP, high content (AID 493036). Neurotensin receptor type 1 (Homo sapiens), P30989. NTR1-U2OS beta-arrestin-GFP spot imaging, agonist mode. activation, % at 20 µM. hit rate 0.17% among 330,000;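 active means activation at or above 40% of the spot to cytoplasm intensity ratio, with at least 20 cells analyzed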;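 further: 0% = DMSO without peptide and 100% = 100 nM NTR1 peptide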
Target sequence (P30989 whole entry, looked up): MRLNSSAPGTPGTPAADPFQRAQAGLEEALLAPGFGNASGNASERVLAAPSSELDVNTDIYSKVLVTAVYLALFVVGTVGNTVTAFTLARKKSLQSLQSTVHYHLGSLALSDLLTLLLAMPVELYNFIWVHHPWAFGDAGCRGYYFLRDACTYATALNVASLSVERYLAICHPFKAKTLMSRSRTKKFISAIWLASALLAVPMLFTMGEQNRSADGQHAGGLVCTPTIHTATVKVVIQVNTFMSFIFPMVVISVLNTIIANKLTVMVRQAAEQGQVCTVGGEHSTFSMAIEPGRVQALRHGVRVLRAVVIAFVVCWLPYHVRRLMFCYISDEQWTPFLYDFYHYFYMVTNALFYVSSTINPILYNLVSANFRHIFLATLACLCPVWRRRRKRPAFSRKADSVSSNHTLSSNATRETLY
GPR35 arrestin U2OS = GPR35 antagonists blocking zaprinast-driven arrestin recruitment, primary screen, imaging, U2OS, beta-arrestin-GFP, zaprinast agonist (AID 2058) | one-dose inhibition, % at 10 µM; IC50 in µM for titrated hits | U2OS GPR35 beta-arrestin-GFP translocation imaging, zaprinast antagonism; higher % means a stronger effect | hit rate 0.052% among 290,000;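 active means inhibition of at least 50% with at least 30 cells and total cytoplasm GFP at most 10,000,000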
GPR55 LPI antagonism = GPR55 antagonists blocking LPI-driven arrestin recruitment, primary screen, imaging, U2OS, beta-arrestin-GFP, LPI agonist (AID 2013); G-protein coupled receptor 55 (Homo sapiens); U2OS GPR55 beta-arrestin-GFP translocation imaging, LPI antagonism; higher % means a stronger effect; inhibition, % at 10 µM; hits with a dose series show IC50 in µM; hit rate 0.13% among 290,000;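 active means spots per cell inhibited over 60%, with over 100 cells counted and total cytoplasm intensity under 500,000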;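 further: U2OS cells stably carrying GPR55 and arrestin-GFP stimulated by 5 µM LPI near EC80; imaged beta-arrestin-GFP aggregate spots per cell after agonist stimulation; plate controls were LPI-stimulated DMSO wells for no effect and DMSO wells without LPI for full effect; some results filed as inactive read as strong as hits; confirmed hits need IC50 under 10 µM and bright autofluorescent wells are also inconclusive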
LYP phosphatase = inhibitors of LYP phosphatase, biochemical, fluorescence intensity, uHTS (AID 1779) | Tyrosine-protein phosphatase non-receptor type 22 (Homo sapiens) | hit rate 0.054% among 290,000 | inhibition, % at 11.5 µM; hits with a dose series show IC50 in µM | recombinant LYP phosphatase, fluorescence intensity; higher % means a stronger effect; in the data active means inhibition above about 50%;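 further: plate controls were vehicle with enzyme for no effect and no enzyme for full effect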
T cell HTS = modulators of CD8 T cell-vesicle binding, primary screen, mouse 2C CD8+ T cells, flow cytometry | 2C CD8+ T cell-vesicle binding; hits give low values | calls only at 7 µM | hit rate 0.068% among 330,000;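 active means response, share of CD8 T cells binding vesicles, and their 90th percentile fluorescence all below set limits, cut at about 80% in these data, passing the limit was not always enough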
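Benchmarks: naked versus QL9-loaded vesicles / Assay system: purified 2C TCR transgenic mouse naive CD8+ T cells / Technique: high-throughput flow cytometry with anti-B7-1 and anti-CD8 staining / Timing: Cell–vesicle co-incubation 1.5 h at 37 °C, staining 20 min on ice / Read-out: percent CD8+ FL2 mean versus row control / Probe or stimulus: QL9-loaded Drosophila micro-vesicles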
GPR55 activation = GPR55 agonists via beta-arrestin recruitment, primary screen, imaging, U2OS cells, beta-arrestin-GFP redistribution (AID 1961); G-protein coupled receptor 55 (Homo sapiens); U2OS GPR55 beta-arrestin-GFP redistribution imaging; higher % means a stronger effect; one-dose activation, % at 10 µM; EC50 in µM for titrated hits; hit rate 0.048% among 290,000;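 active means activation above 40% with more than 50 cells counted in the well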;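 further: U2OS osteosarcoma cells stably expressing GPR55 and beta-arrestin-GFP; plate controls were DMSO negative control for no effect and LPI positive control for full effect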
Lipid droplet = inhibitors of hepatocyte lipid droplet formation, primary screen, imaging, high-throughput imaging, BODIPY stain; AML12 mouse hepatocytes, oleate lipid droplets; AID 1656, 2009; inhibition, % at 6.5 µM; hit rate 0.4% among 240,000;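 active means lipid droplet intensity inhibited by at least 50%, with more than 500 cells counted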
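Material – mouse AML12 hepatocyte cell line, fixed after treatment · Compound dosing – one dose, 6.5 µM compound · Times – compound with oleate, overnight · Measured by – Image-based BODIPY and DAPI two-channel analysis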
SV40 large T antigen = SV40 large T antigen inhibitors, biochemical (AID 1903). SV40 large T antigen ATPase/helicase inhibition assay; higher % means a stronger effect. inhibition, % at 20 µM; hits with a dose series show IC50 in µM. hit rate 0.39% among 310,000; in the data active means a potency from the dose series; further: strong numbers were not always called active
MgcRacGAP inhibition = MgcRacGAP GTPase-activating activity inhibitors, confirmation, biochemical, ADP Hunter fluorescence. hit rate 0.6% among 340,000. AID 624330, 2012. MgcRacGAP-stimulated Rac1 GTP hydrolysis, ADP Hunter fluorescence; higher % means a stronger effect; GST-tagged Rac1 F28L mutant substrate. one-dose inhibition, % at 30 µM; IC50 in µM for titrated hits. Rac GTPase-activating protein 1 (Homo sapiens);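 active means first-screen hits whose inhibition reached a set limit at any dose in the follow-up dose series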;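 further: fluorescence reports GDP produced by GAP-driven GTP hydrolysis; strong numbers were not always called active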
Lipid droplet cells 6.5 µM = second read-out of Lipid droplet, no call of its own (marks repeat the call); cell count; measured here: cell count, cytotoxicity flag;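 cells counted across two imaged fields per well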
T cell HTS vesicle-bound % = second read-out of T cell HTS, no call of its own (marks repeat the call); double positive events, %; measured here: CD8+ vesicle-bound cell fraction;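 binding gate set so that unloaded-vesicle control wells show 10% double positive cells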
NTR1 ag cell count 20 µM = also measured in NTR1 ag; calls as there; cell count; measured here: cell count, cytotoxicity flag
An asterisk follows results filed as active; i = inactive; / = not tested or not shown. This is a subset (hit frequency here may not be typical).

canonical_smiles,NTR1 ag,NTR1 ag cell count 20 µM,GPR35 arrestin U2OS,GPR55 LPI antagonism,LYP phosphatase,T cell HTS,T cell HTS vesicle-bound %,GPR55 activation,Lipid droplet,Lipid droplet cells 6.5 µM,SV40 large T antigen,MgcRacGAP inhibition
COP(=O)(Cc1ccc(C#N)o1)OC,1.4,44,-2.5%,9.0%,-2.9%,i,26.4,-0.1%,9.5,695,11.7%,1.2%
COc1ccccc1CN1CCCC(C(=O)c2ccccc2SC)C1 (stereo unspecified),2.6,57,14.8%,16.2%,-7.1%,i,25.6,-0.1%,-29.5,731,6.7%,12.1%
CCCOC(=O)c1c(N)n(Cc2cccs2)c2nc3ccccc3nc12,14.8,78,-11.9%,-1.5%,-9.0%,i,32.1,0.6%,-1.1,763,10.4%,5.0%
O=P(OCC(F)(F)C(F)F)(N1CCCCC1)N1CCCCC1,1.6,49,-11.7%,18.8%,-2.1%,i,38.4,1.0%,8.9,628,27.9%,4.2%
O=S1(=O)CC2(N3CCOCC3)CCCCC21 (stereo unspecified),-0.8,88,-4.5%,-7.3%,-2.0%,i,61.2,0.2%,3.4,683,0.5%,6.4%
O=C(Nc1cccc(Cl)c1)N1C[C@H]2C[C@@H](C1)c1cccc(=O)n1C2,7.2,92,-1.8%,-7.6%,-5.4%,i,34.5,-0.1%,-18.4,788,/,3.7%
Cc1oc(-c2cccs2)nc1CSCC(=O)N1CCC2(CC1)OCCO2,0.2,86,-14.1%,-1.8%,-10.2%,i,32.6,0.3%,/,/,1.2%,6.8%
Cc1ncc(CN2CCCC(C(=O)c3sccc3C)C2)s1 (stereo unspecified),0.9,37,-1.5%,11.9%,-0.6%,i,2.4,0.1%,2.8,735,0.4%,4.9%
O=C1N[C@H](Cc2ccccc2)C(=O)N2[C@@H]3[C@H](C[C@@H]12)c1ccccc1N3OOSc1ccccc1,5.8,89,/,/,/,i,34.6,/,/,/,73.6%,5.6%
CCOC(=O)C1CCN(/C=C2/C(=O)NC(=O)N(c3ccc(OCC)cc3)C2=O)CC1,0.1,45,16.9%,0.7%,-4.6%,i,51.0,-0.2%,/,/,15.5%,4.7%

Going on with the list.
canonical_smiles,NTR1 ag,NTR1 ag cell count 20 µM,GPR35 arrestin U2OS,GPR55 LPI antagonism,LYP phosphatase,T cell HTS,T cell HTS vesicle-bound %,GPR55 activation,Lipid droplet,Lipid droplet cells 6.5 µM,SV40 large T antigen,MgcRacGAP inhibition
COc1cc(CNCCc2c[nH]c3ccccc23)cc(OC)c1,0.6,39,-9.9%,0.0%,1.0%,i,24.9,0.3%,-19.5,798,6.6%,/
O=C(CN1CC=C(c2ccccc2)CC1)NC(=O)NCc1ccccc1,0.9,54,4.3%,-4.5%,-7.3%,i,29.3,-0.4%,-16.4,658,3.7%,-33.2%
CC(=O)OCC(=O)[C@H]1CC[C@H]2[C@@H]3CC[C@H]4C[C@H](O)CC[C@]4(C)[C@H]3C(=O)C[C@]12C,1.6,55,/,/,/,i,26.1,/,/,/,13.5%,2.8%
CN1CCN(c2ccc3nccnc3c2)CC1,1.5,58,-3.8%,7.7%,-5.6%,i,22.5,-0.3%,0.4,698,5.7%,-1.6%
COc1cc2c(c(OC)c1)C(=O)OC(C)CCCC(=O)CCCCC2 (stereo unspecified),0.1,41,7.3%,10.8%,1.1%,i,41.9,0.2%,-21.5,790,6.8%,5.8%
O=c1c2ccccc2nc(/C=C/c2ccccc2O)n1-c1ccccc1O,-1.3,89,11.8%,14.0%,3.1%,i,19.2,0.8%,-7.8,699,10.5%,8.4%
CCN(CC)c1ccc(N=Cc2c(O)n(-c3ccc(OC)cc3)c(=O)[nH]c2=O)cc1,5.0,89,7.6%,4.5%,-0.5%,i,47.9,0.2%,4.4,735,15.8%,11.6%
CCN1C(=O)NC(=O)/C(=C\c2cn(CC(=O)N3CCCC3)c3ccccc23)C1=O,2.6,46,-1.2%,-2.0%,-4.6%,i,47.9,-0.2%,9.1,770,-15.7%,0.8%
Clc1ccc2c(c1)C(c1ccccc1Cl)=NCc1nnc(N3CCN(CCSc4ccccc4)CC3)n1-2,7.7,67,-2.0%,14.8%,4.4%,i,47.6,-0.1%,/,/,19.6%,0.7%
O=C(CN1CC=C(c2ccccc2)CC1)Nc1cc(Cl)ccc1Cl,-0.7,51,10.5%,1.2%,-0.3%,i,42.3,0.0%,1.3,563,14.6%,-14.4%

The list goes on.
canonical_smiles,NTR1 ag,NTR1 ag cell count 20 µM,GPR35 arrestin U2OS,GPR55 LPI antagonism,LYP phosphatase,T cell HTS,T cell HTS vesicle-bound %,GPR55 activation,Lipid droplet,Lipid droplet cells 6.5 µM,SV40 large T antigen,MgcRacGAP inhibition
N/C(=N/[N+](=O)[O-])N1CCN(C(=O)Oc2ccc([N+](=O)[O-])cc2)CC1,1.1,64,-9.9%,8.3%,-9.0%,i,42.8,0.2%,-6.9,406,0.5%,5.3%
CC1N=C(c2ccccc2Cl)c2cc(Br)ccc2NC1=O (stereo unspecified),0.3,84,-5.8%,3.9%,-6.9%,i,57.8,0.0%,-16.9,817,25.3%,5.2%
CCN1C(=O)c2ccccc2Sc2ccc(C(=O)N3CCC4(CC3)OCCO4)cc21,0.1,48,9.8%,7.3%,-4.8%,i,21.0,0.0%,/,/,3.3%,7.3%
CSc1ccccc1C(=O)C1CCCN(Cc2cccc(C)n2)C1 (stereo unspecified),-0.3,82,6.3%,10.9%,-6.9%,i,54.4,-0.2%,-18.2,654,3.2%,1.5%
Cc1ccc2c(c1)CCCN2N=O,-0.7,73,-0.4%,0.8%,-7.0%,i,12.3,0.8%,-1.4,653,3.1%,4.7%
c1ccc(-c2ccc(-c3n(-c4ccccn4)c4ccccc4[n+]3-c3ccccn3)cc2)cc1,/,/,1.8%,14.5%,-3.7%,/,/,-0.2%,-4.1,701,20.3%,3.6%
CC(=O)n1cc(C=C2C(=O)NC(=O)NC2=O)c2ccccc21,4.7,58,-3.5%,4.6%,-6.2%,i,18.7,-0.1%,16.7,667,25.0%,17.0%
O=C(NC(Oc1ccccc1)C(Cl)(Cl)Cl)c1ccccc1 (stereo unspecified),3.1,85,13.3%,7.7%,-1.4%,i,54.8,-0.1%,/,/,17.3%,9.8%
COc1ncccc1C(=O)NCC(CC(=O)O)c1ccccc1 (stereo unspecified),2.2,78,-8.8%,7.9%,-12.9%,i,28.7,-0.1%,/,/,11.8%,3.1%
COc1cccc(CNCCc2ccc3c(c2)OCO3)c1OC,0.2,62,-1.3%,3.2%,-6.5%,i,10.8,-0.2%,3.2,772,9.6%,21.7%

(cont.)
| structure | NTR1 ag | NTR1 ag cell count 20 µM | GPR35 arrestin U2OS | GPR55 LPI antagonism | LYP phosphatase | T cell HTS | T cell HTS vesicle-bound % | GPR55 activation | Lipid droplet | Lipid droplet cells 6.5 µM | SV40 large T antigen | MgcRacGAP inhibition |
| --- | --- | --- | --- | --- | --- | --- | --- | --- | --- | --- | --- | --- |
| N#CCCn1cc(C(=O)O)c(-c2cccc([N+](=O)[O-])c2)n1 | -0.8 | 62 | -12.6% | 7.5% | -9.7% | i | 49.5 | -0.4% | -1.3 | 685 | 4.3% | 0.3% |
| N=C1c2ccccc2CN1NC(=O)c1ccc(F)cc1 | -1.0 | 48 | 3.2% | -1.8% | -5.6% | i | 14.3 | -0.2% | / | / | 2.0% | 4.7% |
| CC(C)NS(=O)(=O)c1ccc(OCC(=O)N2CCN(Cc3ccc4c(c3)OCO4)CC2)c(Cl)c1 | 2.3 | 86 | 6.6% | 0.1% | 1.1% | i | 9.2 | -0.1% | -7.1 | 756 | 6.2% | 3.3% |
| CN1CCN(c2cc(N3CCCCCC3)c(F)cc2[N+](=O)[O-])CC1 | 2.4 | 67 | 13.8% | 4.1% | -1.2% | i | 39.6 | 0.2% | 1.9 | 605 | 23.3% | 8.7% |
| CN1CC=C(c2c[nH]c3ccccc23)CC1 | 0.9 | 80 | 14.1% | 2.9% | -3.7% | i | 27.8 | -0.1% | 14.6 | 744 | 7.0% | 14.7% |
| CC(=O)c1ccc(OC(NC(=O)c2ccco2)C(Cl)(Cl)Cl)cc1 (stereo unspecified) | 1.0 | 58 | 14.2% | 7.9% | -8.3% | i | 61.1 | 0.2% | / | / | 14.7% | 1.1% |
| CCCCCCC(=O)N/N=C/c1c(O)n(C2CC2)c(=S)[nH]c1=O | 1.7 | 47 | 9.8% | 5.9% | -0.8% | i | 41.2 | 0.2% | 16.5 | 747 | 1.6% | 8.3% |
| COc1cc(/C=C/c2nc3ccccc3c(=O)n2-c2cccc(O)c2)ccc1O | 9.7 | 72 | 11.5% | -10.0% | -2.6% | i | 26.3 | 0.8% | 30.9 | 664 | 24.4% | 7.5% |
| O=C(CN1CCOCC1)Nc1ccc(Br)cc1C(=O)c1ccccc1 | 0.4 | 29 | -19.9% | 11.1% | -7.9% | i | 36.2 | 0.1% | -1.1 | 724 | 19.5% | 4.4% |
| c1ccc(CN2CCN(Cc3ccc4c(c3)OCCO4)CC2)cc1 | 1.0 | 35 | -3.6% | 11.6% | -7.6% | i | 28.7 | 0.0% | / | / | -2.8% | -0.9% |
| COc1ccc(-c2nc3ccccc3c(=O)n2-c2nccs2)cc1 | -0.4 | 85 | -4.9% | 1.3% | -6.8% | i | 50.0 | 0.0% | / | / | 14.7% | 6.2% |

Compound profiles (already shown). Screens in order: NTR1 ag | NTR1 ag cell count 20 µM | GPR35 arrestin U2OS | GPR55 LPI antagonism | LYP phosphatase | T cell HTS | T cell HTS vesicle-bound % | GPR55 activation | Lipid droplet | Lipid droplet cells 6.5 µM | SV40 large T antigen | MgcRacGAP inhibition
`COP(=O)(Cc1ccc(C#N)o1)OC` reads 1.4 | 44 | -2.5% | 9.0% | -2.9% | i | 26.4 | -0.1% | 9.5 | 695 | 11.7% | 1.2%
`O=C(Nc1cccc(Cl)c1)N1C[C@H]2C[C@@H](C1)c1cccc(=O)n1C2` reads 7.2 | 92 | -1.8% | -7.6% | -5.4% | i | 34.5 | -0.1% | -18.4 | 788 | / | 3.7%

Compound activity from PubChem.
